Bioassay records (PubChem BioAssay)
M. tuberculosis GlmU – inhibition of mycobacterial GlmU enzyme – biochemical, glucosamine-1-phosphate acetyltransferase (AID 1376). 220,000 compounds, 0.25% hits. M. tuberculosis GlmU acetyltransferase enzyme assay; higher % means a stronger effect. inhibition, %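 (tested at 30 µM in the primary screen)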, or IC50 in µM where a hit was titrated; in the data active means inhibition above about 13%;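 further: 0% = complete reaction with vehicle and 100% = reaction without substrate; strong numbers were not always called active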
RmlCD inh 1536 – inhibitors of Mycobacterium tuberculosis RmlC and RmlD coupled enzymes | P9WH09+P9WH11 | RmlC+RmlD coupled enzyme assay, percent inhibition; primary screen in compound mixtures | inhibition, % at 3.6 µM | 160,000 compounds, 0.03% hits | AID 1533; in the data active means inhibition mostly above about 34%, no sharp cut-off; further: some results filed as inactive read as strong as hits
Target sequence (P9WH09 whole entry, looked up): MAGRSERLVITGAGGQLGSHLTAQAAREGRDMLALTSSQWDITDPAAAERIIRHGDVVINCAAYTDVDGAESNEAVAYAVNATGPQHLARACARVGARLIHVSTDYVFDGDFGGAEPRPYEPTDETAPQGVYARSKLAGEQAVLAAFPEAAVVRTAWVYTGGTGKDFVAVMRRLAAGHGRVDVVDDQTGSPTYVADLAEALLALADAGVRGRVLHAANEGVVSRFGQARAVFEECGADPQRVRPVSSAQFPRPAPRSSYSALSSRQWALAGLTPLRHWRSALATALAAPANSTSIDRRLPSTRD
Target sequence (P9WH11 whole entry, looked up): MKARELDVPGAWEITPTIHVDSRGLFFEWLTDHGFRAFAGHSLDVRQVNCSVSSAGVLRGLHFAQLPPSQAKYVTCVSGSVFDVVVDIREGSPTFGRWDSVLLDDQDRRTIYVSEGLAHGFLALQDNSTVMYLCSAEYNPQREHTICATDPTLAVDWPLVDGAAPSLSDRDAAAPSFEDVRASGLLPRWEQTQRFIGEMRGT
The depositor's hits bear a star; · = not tested or not shown. These rows are one share of the data; count on the stated rates, not on these rows.

The line under a structure holds: M. tuberculosis GlmU, RmlCD inh 1536
> CCCc1nc(SCC(=O)NCc2ccco2)c2c(=O)n(C)c(=O)n(C)c2n1
    2.3%, ·
> O=C1NC(=O)N(CCc2ccc(F)cc2)C(=O)/C1=C/c1ccco1
    4.2%, -10
> CCCCCCC(C)n1cc(C(C)=O)c(=O)n(C)c1=O (stereo not given)
    6.6%, ·
> CC(C)(C)C(=O)NC(=S)NNC(=O)c1ccc(Cl)cc1Cl
    4.0%, 9
> Cc1cccc(NC(=O)CCc2ccc(S(=O)(=O)NC3CCCCC3)cc2)c1
    4.6%, 8
> CN(Cc1ccc(OC(F)F)cc1)C(=O)c1ccc2nccnc2c1
    7.2%, -11
> Cc1ccc(S(=O)(=O)N(C)c2ccccc2C(=O)NC2CCCC2)cc1
    3.9%, -8
> S=c1[nH]c2ccccc2[nH]1
    -4.6%, -12
> COc1ccc(OCC(=O)Nc2cc(-c3nn4c(C)nnc4s3)ccc2C)cc1
    1.2%, -6
> CN1c2ccccc2-c2nc3ccccc3n2C1c1ccncc1 (stereo not given)
    1.8%, ·

A few values from the list:
M. tuberculosis GlmU result of O=C1NC(=O)N(CCc2ccc(F)cc2)C(=O)/C1=C/c1ccco1 : 4.2%
M. tuberculosis GlmU result of CCCCCCC(C)n1cc(C(C)=O)c(=O)n(C)c1=O (stereo not given) : 6.6%
M. tuberculosis GlmU result of CCCc1nc(SCC(=O)NCc2ccco2)c2c(=O)n(C)c(=O)n(C)c2n1 : 2.3%
M. tuberculosis GlmU result of CC(C)(C)C(=O)NC(=S)NNC(=O)c1ccc(Cl)cc1Cl : 4.0%
RmlCD inh 1536 result of Cc1cccc(NC(=O)CCc2ccc(S(=O)(=O)NC3CCCCC3)cc2)c1 : 8
M. tuberculosis GlmU result of CN1c2ccccc2-c2nc3ccccc3n2C1c1ccncc1 (stereo not given) : 1.8%
RmlCD inh 1536 result of CN(Cc1ccc(OC(F)F)cc1)C(=O)c1ccc2nccnc2c1 : -11

Later entries:
The line under a structure holds: M. tuberculosis GlmU, RmlCD inh 1536
> COc1ccc2c(c1)c(CC(=O)O)c(C)n2C(=O)c1ccc(Cl)cc1
    0.4%, ·
> COc1ccc(OC)c(N=C2C(=O)Nc3ccccc32)c1
    9.5%, ·
> COc1nc(OC/C(N)=N/O)nc(N2CCOCC2)n1
    -5.1%, ·
> COc1cc(/C=C/C(=O)O)ccc1OS(=O)(=O)c1ccc(C)cc1
    -1.7%, ·
> COC(=O)c1ccc(OC(=O)c2cccs2)cc1
    -3.3%, -6
> C=CCCN(C(CC(C)C)C(=O)OC)S(=O)(=O)c1ccccc1Br (stereo not given)
    6.0%, -9
> CS(=O)(=O)N1CCC(C(=O)Nc2cc(C(F)(F)F)ccc2Cl)CC1
    4.3%, -5
> COc1ccc(-c2ccc(-c3nnc(Cc4ccc(OC)c(OC)c4)o3)cc2)cc1
    -2.6%, 11
> Cc1ccc(C)c2c1cc(C)c1nnc(SCC(=O)c3cccs3)n12
    1.3%, -9
> COCCCNC(=O)Cn1nnc(-c2ccc(NC(=O)c3cccnc3)cc2)n1
    1.9%, 5
> Cc1ccc2c(c1)N(CCC(=O)NCCCOC(C)C)C(=O)C(C)O2 (stereo not given)
    3.6%, ·
> Cc1cc(C)nc(-n2nc(C)cc2NC(=O)c2cccc(S(=O)(=O)N3CCOCC3)c2)n1
    6.6%, -4
> CC1CCN(C(=O)c2scc3c2OCCO3)CC1
    1.0%, 0
> Cc1ccn2cc(CSc3ccccc3)nc2c1
    -0.9%, ·
> Cc1cc(Br)cc2c(C(=O)Nc3c(C)n(C)n(-c4ccccc4)c3=O)cc(-c3cccs3)nc12
    5.1%, 6
> CC(=O)NNc1cc(=O)c2c(=O)n(C)c(=O)n(C)c2[nH]1
    ·, -13
> O=C(C(=O)N1CCCc2ccccc21)N1CCCc2ccccc21
    -3.5%, 22
> CCc1ccc2nc(NC(=O)CSCc3c(C)noc3C)sc2c1
    -0.6%, 4
> O=C(NC(=Nc1nc2ccccc2o1)NC(=O)c1ccccc1)c1ccccc1
    2.8%, ·
> COc1cccc(N(C(=O)C2COc3ccccc3O2)C(C(=O)NC2CCCCC2)c2ccc(O)cc2)c1 (stereo not given)
    1.0%, -8
> COc1ccc(/C=C2\SC(=S)N(CC(=O)NNC(=O)c3ccncc3)C2=O)cc1
    -1.6%, -8
> COC(=O)c1ccc(OC(=O)C23CCC(C)(C(=O)O2)C3(C)C)cc1 (stereo not given)
    0.5%, 6
> O=C1/C(=N/n2cnnc2)c2ccccc2N1Cc1ccccc1
    -3.6%, 14
> COc1ccc(-c2nn(-c3ccccc3)cc2/C=N/NC(=S)NC(C)C)cc1OC
    -5.8%, 1
> O=C(c1ccc2c(c1)OCO2)N1CCC2(CC1)Oc1ccc(Cl)cc1C(=O)C21CC(c2cccnc2)=NO1 (stereo not given)
    -1.3%, ·
> Nc1ccc(-c2nc3cc(N)ccc3s2)cc1
    15%, 12
> CC(=O)NNS(=O)(=O)c1ccc(-c2cc(C(F)(F)F)n(C)n2)s1
    -6.0%, ·
> COc1ccccc1CNC(=O)CNC(=O)c1cn(-c2ccccc2OC)c(=O)c2ccccc12
    0.2%, 3
> Fc1ccc(N/N=C/c2cccnc2)c(F)c1
    -1.0%, 9
> CC12CCC(C(=O)Nc3ccc(SC(F)F)cc3)(CC1=O)C2(C)C (stereo not given)
    0.7%, ·
> O=C(COC(=O)C12CC3CC(CC(C3)C1)C2)Nc1ccc([N+](=O)[O-])cc1Br
    1.1%, ·
> O=C(c1ccco1)N1CCN(C(=O)c2cc3c(=O)oc4ccccc4c3s2)CC1
    0.6%, ·
> COc1ccc(CCNCc2ccc(OCC(=O)N3CCCCC3)c(OC)c2)cc1OC
    1.6%, 11
> Fc1cccc2ncnc(OCc3ccccc3)c12
    0.0%, 3
> COC(=O)C1=C(C)n2nnnc2NC1c1cc2ccccc2o1 (stereo not given)
    4.0%, ·
> COc1cc(/C=C/C(=O)OC(C)C(=O)Nc2c(C)n(C)n(-c3ccccc3)c2=O)ccc1OCC#N (stereo not given)
    -7.9%, 5
> CCOc1ccc(C(=O)Nc2ccccc2C#N)cc1[N+](=O)[O-]
    0.9%, ·
> O=C(NCc1cccs1)[C@@H]1CSC2c3ccccc3C(=O)N21 (stereo not given in full)
    -6.3%, ·
> CC1CCCC(C)N1C(=O)c1cc(-c2ccc(Cl)c(Cl)c2)on1 (stereo not given)
    0.6%, -2
> O=C(COc1ccccc1)N1N=C(c2cccnc2)CC1(O)C(F)(F)F (stereo not given)
    0.5%, 6
> CNC(=S)NNC(=O)c1noc(C)c1C(=O)N1CCN(C(c2ccccc2)c2ccccc2)CC1
    -4.5%, 8
> C[C@@H]1C=C(C(=O)NCc2nc3ccccc3[nH]2)O[C@H](OCc2ccc(CO)cc2)C1
    0.5%, ·
> CN(C)c1ccc(/C=N\NC(=O)c2csnn2)cc1
    -0.5%, 8
> Cc1ccc(O)c(CO)n1
    15%*, -10
> CSc1nc(=O)n(-c2ccccc2)c(C)c1C(C)=O
    -1.4%, 1
> Cc1ccc(F)cc1NC(=O)N1CCCN(C(=O)OC(C)(C)C)CC1
    6.3%, -12
> COc1ccc(C2/C(=C(/O)c3ccc(OC(C)C)cc3)C(=O)C(=O)N2CCCN2CCOCC2)cc1 (stereo not given)
    3.3%, ·
> CCN1CCN(Cc2c(C)[nH]c3ccc(C(=O)OC)cc3c2=O)CC1
    0.4%, -5
> CCOCCCNC(=O)C(c1ccccc1)N(Cc1ccc2c(c1)OCO2)C(=O)CNC(C)=O (stereo not given)
    -2.8%, -9
> CCc1ccccc1NC(=O)c1onc(C)c1Cl
    -3.5%, 5

A draw from above in order of heavy-atom count, lowest first.
The line under a structure holds: M. tuberculosis GlmU, RmlCD inh 1536
> CCCCCCC(C)n1cc(C(C)=O)c(=O)n(C)c1=O (stereo not given)
    6.6%, ·
> CC1CCCC(C)N1C(=O)c1cc(-c2ccc(Cl)c(Cl)c2)on1 (stereo not given)
    0.6%, -2
> Cc1ccc(F)cc1NC(=O)N1CCCN(C(=O)OC(C)(C)C)CC1
    6.3%, -12
> O=C(COC(=O)C12CC3CC(CC(C3)C1)C2)Nc1ccc([N+](=O)[O-])cc1Br
    1.1%, ·

(listing goes on)
The line under a structure holds: M. tuberculosis GlmU, RmlCD inh 1536
> CCN(CC)C(=O)Cn1ncc2c1-c1ccccc1OC2
    5.7%, ·
> Cn1c(NCCc2ccccc2)cc(=O)n(C)c1=O
    2.8%, ·
> O=C(CSc1ncccn1)NCCc1ccccc1
    6.4%, -8
> CCC(C)NC(=O)CCC(=O)Nc1ccc2nc(N3CCOCC3)cc(C)c2c1 (stereo not given)
    1.8%, 10
> O=C(CCCOc1ccc(Cl)cc1Cl)NCCCn1ccnc1
    -6.4%, -14
> CCCc1cc(N2CCCC(C(=O)Nc3ccc(OC)cc3OC)C2)n2ncnc2n1 (stereo not given)
    1.1%, -10
> Cc1cc(=O)n(-c2ccc3ccccc3n2)[nH]1
    2.6%, ·
> CCCOc1ccc(-c2nc(-c3ccc([N+](=O)[O-])cc3)cs2)cc1
    8.2%, ·
> O=C(O)c1ccc(S(=O)(=O)Cc2ccccc2)cc1
    6.0%, -3
> CC(=O)c1ccc(-n2c(SCC(=O)c3c[nH]c4ccccc34)nc3ccccc3c2=O)cc1
    -7.6%, 11
> NNC(=O)CNC(c1ccccc1)c1cc(Br)ccc1NC(=O)CCN1CCOCC1 (stereo not given)
    2.7%, 14
> Cc1cc(C(=O)NCCc2ccc(Cl)cc2)n(-c2ccccc2)n1
    0.6%, -5
> COc1ccc(OC)c(-c2nnc(SCC(=O)NC3CCCCC3)o2)c1
    -6.9%, 3
> CCCCOc1ccccc1C(=O)NCC(=O)O
    0.8%, 13
> O=C(/C=C/c1cccs1)c1cc(Cl)ccc1OC(=O)N1CCOCC1
    -1.0%, 5
> N#Cc1nc(-c2ccc(F)cc2)oc1NCCN1CCOCC1
    -1.6%, 8
> COC(=O)C1=C(c2cc3ccccc3s2)C[C@@H]2CC[C@H]1N2C(=O)NC1CC1
    -1.3%, ·
> COC(=O)c1nnn(-c2ccsc2C(=O)OC)c1C(=O)OC
    -6.8%, 7
> COC(=O)C1(O)CC(C(C)C)=NN1C(=O)c1ccccc1 (stereo not given)
    5.1%, -8
> CN1CCN(C(=S)c2cn(Cc3ccccc3F)c3ccccc23)CC1
    0.0%, 3
> CC(=O)c1c(O)cc(C)n(-c2ccc(F)cc2)c1=O
    -2.8%, -6
> COC(=O)CCCCCCCCC(=O)Nc1nc2ccccc2s1
    -1.9%, ·
> CCc1ccc(-n2c(Cn3nc(C(F)(F)F)cc3C)n[nH]c2=S)cc1
    5.1%, 6
> CC1CCN(c2c(NCC3CCC(C(=O)N4CCCCC4)CC3)c(=O)c2=O)CC1 (stereo not given)
    1.2%, ·
> COC(=O)c1ccccc1NC(=O)c1ccccc1N(C)S(=O)(=O)c1ccccc1
    -1.6%, -12
> CCON1C(=O)CN(C(=O)OC)C1c1ccc(Cl)cc1Cl (stereo not given)
    -3.4%, ·
> FC(F)Sc1ccc(-n2c(-c3ccc(Cl)cc3)c[n+]3c2CCC3)cc1
    -0.9%, ·
> C[C@H]1CC[C@@H]2[C@@H](C)[C@H]3[C@H](C[C@H]4[C@@H]5CC=C6C[C@@H](O[C@@H]7O[C@H](CO)[C@H](O)[C@H](O[C@@H]8O[C@H](CO)[C@@H](O)[C@H](O)[C@H]8O)[C@H]7O[C@@H]7O[C@@H](C)[C@H](O)[C@@H](O)[C@H]7O)CC[C@]6(C)[C@H]5CC[C@]34C)N2C1
    -8.8%, 3
> CC1Cc2ccccc2N1C(=S)Nc1ccc(S(N)(=O)=O)cc1 (stereo not given)
    2.4%, -9
> CC(=O)c1sc(NC(=O)COc2ccc([N+](=O)[O-])cc2)nc1C
    3.5%, 3
> Cc1ccc2[nH]c(-c3ccccc3)cc(=O)c2c1
    -0.2%, -10
> COc1ccc(-c2noc(CSc3nnc(Cc4ccccc4)n3-c3ccc(Cl)cc3)n2)cc1
    1.1%, ·
> CC(=O)c1sc(Nc2nc(C)cc(C)n2)nc1C
    -0.3%, ·
> O=C(Nc1nccs1)c1ccccc1N=Cc1ccccc1
    2.7%, 8
> O=C(Nc1ccn(-c2ccccc2)n1)c1ccccc1Br
    -5.7%, 14
> O=C(CCC(=O)NC1CCCCCC1)Nc1nnc(C(F)(F)F)s1
    1.0%, ·
> CCOc1ccc(Br)cc1S(=O)(=O)Nc1ccc(N2CCOCC2)cc1
    -3.4%, 4
> Cc1nc2sc(C(c3ccco3)N3CCN(c4ccccc4)CC3)c(O)n2n1 (stereo not given)
    2.7%, ·
> C=C(C)Cn1c(CCNC(=O)C(C)(C)C)nc2ccccc21
    0.3%, 9
> N/C(=N\OC(=O)Oc1ccccc1)c1cccc([N+](=O)[O-])c1
    -2.0%, -7
> COc1ccc(-c2cc(-c3ccccc3)n3ncnc3n2)cc1
    -5.0%, -7
> O=C(O)c1ccc(OCC(F)(F)F)nc1
    -2.6%, ·
> CN(C)C(=O)c1ccc2c(c1[N+](=O)[O-])C(=O)c1ccccc1C2=O
    4.1%, 15
> COc1ccc(NC(=S)N(CCN2CCOCC2)Cc2cc3cc4c(cc3[nH]c2=O)OCO4)cc1
    -1.9%, 9
> CC(=O)c1ccc(NC(=O)CCSCCC(=O)Nc2ccc(C(C)=O)cc2)cc1
    0.8%, ·
> Cc1cc2nc(/C=C/c3nc4cc(C)c(C)cc4[nH]3)[nH]c2cc1C
    1.9%, 0
> O=C(Nc1cc(S(=O)(=O)Nc2ccc(Cl)cc2)ccc1N1CCCCC1)c1ccc(F)cc1
    0.9%, -8
> Cn1/c(=N/NC(=O)c2ccccc2Br)sc2ccccc21
    -0.4%, 28
> CCOC(=O)c1cnn(-c2ccccc2)c1-n1cccc1C(=O)C(=O)Nc1ccc(OC)cc1
    -1.1%, ·
> CN(Cc1ccno1)Cc1cn(C)nc1-c1ccc(Oc2ccccc2)cc1
    0.7%, 8
> CCOc1cc2nc(-c3ccc(OC)c(OC)c3)nc(N3CC(C)OC(C)C3)c2cc1OC (stereo not given)
    ·, 4
> COc1cc(NS(=O)(=O)c2ccc(NC(=O)CSC3=NCCS3)cc2)nc(OC)n1
    ·, -2
